Assay outcomes deposited in PubChem by National Center for Advancing Translational Sciences (NCATS).
KDM5B inh – blocks human KDM5B histone demethylase activity; Q9UGL1; KDM5B demethylase, FDH-coupled NADH fluorescence (FDH is formaldehyde dehydrogenase); Potency, µM (doses to about 57.7 µM), for the others: top-dose activity change, negative = inhibition, hits mostly inhibitors; 2.6% of 220,000 active; AID 1347165; active = well fitted inhibition curve with a large enough effect; inconclusive = small, poorly fitted or top-dose-only effect; inactive = no such curve, though single readings can be large or run the other way; note: 0% is about no effect; nearly all actives have a fitted effect of over 70% in size
Target sequence (Q9UGL1 whole entry, looked up): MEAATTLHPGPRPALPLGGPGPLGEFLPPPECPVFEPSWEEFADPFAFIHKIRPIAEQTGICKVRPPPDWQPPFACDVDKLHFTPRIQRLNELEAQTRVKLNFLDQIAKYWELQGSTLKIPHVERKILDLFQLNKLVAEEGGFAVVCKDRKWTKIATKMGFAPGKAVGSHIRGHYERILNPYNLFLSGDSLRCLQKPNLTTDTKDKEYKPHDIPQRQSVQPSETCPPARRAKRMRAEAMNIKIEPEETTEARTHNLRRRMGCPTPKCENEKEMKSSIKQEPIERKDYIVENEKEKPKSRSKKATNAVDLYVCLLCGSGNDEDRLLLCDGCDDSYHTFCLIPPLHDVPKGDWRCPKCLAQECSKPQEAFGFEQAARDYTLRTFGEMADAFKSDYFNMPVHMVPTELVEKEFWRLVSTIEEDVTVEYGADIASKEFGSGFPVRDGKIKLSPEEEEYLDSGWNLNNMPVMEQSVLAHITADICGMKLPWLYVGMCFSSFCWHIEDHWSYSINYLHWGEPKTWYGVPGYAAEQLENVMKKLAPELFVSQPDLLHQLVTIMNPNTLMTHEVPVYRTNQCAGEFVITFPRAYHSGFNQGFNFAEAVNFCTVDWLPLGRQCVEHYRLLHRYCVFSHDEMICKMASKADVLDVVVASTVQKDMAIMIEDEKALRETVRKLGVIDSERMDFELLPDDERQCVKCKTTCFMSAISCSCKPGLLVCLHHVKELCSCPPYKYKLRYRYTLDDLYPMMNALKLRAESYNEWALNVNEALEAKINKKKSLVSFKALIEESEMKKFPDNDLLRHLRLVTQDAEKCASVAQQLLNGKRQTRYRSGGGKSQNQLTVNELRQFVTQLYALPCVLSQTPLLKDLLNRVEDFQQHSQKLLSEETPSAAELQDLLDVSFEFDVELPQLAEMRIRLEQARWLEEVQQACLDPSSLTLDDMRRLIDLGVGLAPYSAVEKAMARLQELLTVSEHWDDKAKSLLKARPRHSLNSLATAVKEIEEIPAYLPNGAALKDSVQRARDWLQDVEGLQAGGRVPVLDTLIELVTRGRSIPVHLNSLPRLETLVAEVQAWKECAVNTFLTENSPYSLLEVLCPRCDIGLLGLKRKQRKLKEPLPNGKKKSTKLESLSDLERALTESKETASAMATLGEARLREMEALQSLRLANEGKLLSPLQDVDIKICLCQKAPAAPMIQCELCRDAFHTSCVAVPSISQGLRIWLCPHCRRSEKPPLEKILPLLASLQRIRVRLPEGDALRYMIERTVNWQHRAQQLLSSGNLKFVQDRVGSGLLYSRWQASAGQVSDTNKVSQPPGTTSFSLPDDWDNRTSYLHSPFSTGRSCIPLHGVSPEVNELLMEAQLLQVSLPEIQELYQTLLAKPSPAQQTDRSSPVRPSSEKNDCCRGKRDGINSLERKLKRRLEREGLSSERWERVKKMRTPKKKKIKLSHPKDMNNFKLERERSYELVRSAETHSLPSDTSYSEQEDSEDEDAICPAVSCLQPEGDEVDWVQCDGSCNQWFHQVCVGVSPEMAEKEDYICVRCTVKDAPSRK
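KDM5BΔAP (200 nM final) in 50 mM HEPES pH 7.5, 0.01% Tween-20 was preincubated 10 min at RT with compound over a concentration range. Substrate mix (H3K4me3 12.5 µM, α-KG 25 µM, Fe²⁺, ascorbate, NAD⁺, FDH) was added, and NADH fluorescence change over 30 min gave dose-response curves.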
* hit, by the source's call; i = inactive; ? = inconclusive; [ ] = another dose, or the depositor's remark. Potency is the fitted concentration of half-maximal effect. A portion of the library, so the mix of outcomes need not match the whole.

SMILES	KDM5B inh
COCCNC(=O)c1cnn(-c2cccc(C)c2)c1-n1cccc1	-23%
N#Cc1ccccc1S(=O)(=O)N1CCN(C(=O)NC2CCCC2)CC1	-2%
O=C(c1ccc(Cl)c(S(=O)(=O)NC2CC2)c1)N1CCN(c2ccc(F)cc2)CC1	9%
Cn1c(=O)[nH]c(=O)c2c1nc(SCC(N)=O)n2CCc1ccccc1	7%
O=C(CNC(=O)c1ccccc1F)NCCc1ccccc1F	21%
Cc1ccc(S(=O)(=O)c2cnc(SCC(=O)Nc3ccc4c(c3)OCCO4)[nH]c2=O)cc1	0%
Cc1cc(C)c(S(=O)(=O)Nc2cnc3ccccc3c2)c(C)c1	-23%
CCCCCCn1c(N(C)Cc2ccccc2)nc2c1c(=O)[nH]c(=O)n2C	-5%
COCCCNC(=O)c1cc(C2CC2)nc2c1c(C1CCCN1)nn2-c1ccccc1 (stereo not given)	-16%[115 µM]
Cc1nn2c(c1-c1ccccc1Oc1ccccc1)N(C(=O)COc1ccccc1)CCC2	-27%[86.2 µM]
CCc1nc2ccc(C(=O)NC(C)CC)cc2nc1CC (stereo not given)	11%
O=S(=O)(c1ccccc1)c1nc(-c2cccc(Cl)c2)oc1N1CCOCC1	?
Cc1ccc(N2C(=O)CCSC23C(=O)N(Cc2ccccc2)c2ccccc23)cc1 (stereo not given)	4%
Cc1ccccc1C(=O)NC(C)c1nc(-c2ccccc2C)no1 (stereo not given)	6%
Cc1ccccc1Cn1c(=O)n(Cc2ccc(Cl)cc2)c(=O)c2cccnc21	?
O=C(c1ccc2c(c1)OCO2)N1CCC2(CC1)CN(c1ccncn1)CC2CO (stereo not given)	-11%
O=C(Cc1cccs1)OCC(=O)c1ccccc1	22%
CCc1ccc(S(=O)(=O)N2CCC3(CC2)NC(=O)c2ccccc2N3)cc1	?
OC1CN(Cc2ccccc2)CCN(Cc2ccc3[nH]ccc3c2)C1 (stereo not given)	57%
COc1cccc(C(=O)NCc2ccc(C)cc2)c1	20%
Cc1ccc(NC(=O)C2CCN(C(=O)c3ncn4c3COC(c3ccc(F)cc3)C4)CC2)cc1C (stereo not given)	28%
N#Cc1ccsc1NC(=O)CCN1CCN(C(c2ccccc2)c2ccccc2)CC1	-13%
CC[C@H]1CN(C(=O)c2ccc(F)cc2)CC[C@H]1CC(=O)Nc1nccs1	3%[86.2 µM]
CC(C)CC(=O)Nc1ccc2c(c1)CCC(=O)N2CC(C)C	-18%
O=C(c1cnc(N2CCOCC2)c2ccccc12)N1CCN(c2ccccc2)CC1	-29%
Cn1ccnc1CN1C(=O)CO[C@H](c2ccc(NC(=O)c3ccc(C(F)(F)F)cc3)cc2)[C@H]1CO	16%
CCOC(=O)C1C2C=CC(C3CC23)C1C(=O)OCc1ccccc1Cl (stereo not given)	9%
Cc1ccc2cc3cc(C(=O)NC4CCCCC4)sc3nc2c1	26%
CCc1ccc(C(=O)NC2CCN(c3cc(-c4ccc(OC)cc4)[nH]n3)C2)cc1 (stereo not given)	?
Cc1oc(-c2cccc(C(F)(F)F)c2)nc1CN(C)Cc1cnn(C)c1	?

Part of the list above, with the structure last:
| KDM5B inh | molecule |
| --- | --- |
| 21% | O=C(CNC(=O)c1ccccc1F)NCCc1ccccc1F |
| 0% | Cc1ccc(S(=O)(=O)c2cnc(SCC(=O)Nc3ccc4c(c3)OCCO4)[nH]c2=O)cc1 |
| -23% | Cc1cc(C)c(S(=O)(=O)Nc2cnc3ccccc3c2)c(C)c1 |

Next part.
SMILES	KDM5B inh
Cc1ccc(NC(=O)Nc2ccc(C)n(CC(=O)NC3CCCCC3)c2=O)cc1	-3%
O=C(Cn1nc(N2CCN(c3ccccc3)CC2)ccc1=O)NC1CCCCC1	7%
COc1ccc(F)cc1C(=O)CSc1nnc(C2CC2)n1C1CC1	-1%
COc1ccc(NCC(=O)Nc2ccccc2C(=O)NC2CC2)cc1	-10%
Cc1ccc(S(=O)(=O)N2CCCC(Cn3c(C4CC4)nc4cccnc43)C2)c(C)c1 (stereo not given)	22%
Cc1ccc(S(=O)(=O)c2cn(Cc3ccc(F)cc3)c3cc(N4CCCC4)c(F)cc3c2=O)cc1	11%
COc1ccccc1CC(=O)Nc1ccc2c(c1)NC(=O)CS2	10%
CCOC(=O)c1c(C)[nH]c(C(=O)COc2ccc3ccc(=O)oc3c2)c1C	?
Cc1ccc(Nc2ccc(N3CCN(C(=O)c4ccc([N+](=O)[O-])cc4)CC3)nn2)cc1	3%
O=C1Sc2ccc(S(=O)(=O)N(Cc3ccccc3)Cc3ccccc3)c3cccc1c23	6%
CCOc1ccc(-c2cc3c(=O)n(CCNC(=O)c4cnccn4)ccn3n2)cc1	25µM*
O=C(Nc1ccc(Br)cc1F)c1cc(S(=O)(=O)NCc2ccc(F)cc2)ccc1F	?
COCCO[C@H]1C(=O)N(C2CCN(C(=O)c3ccncc3)CC2)[C@H]1c1ccncc1	-18%
CC(C)NC(=O)N1CCC2(CC1)CC(N(C)Cc1ccccc1)CCO2 (stereo not given)	8%
COc1cc(/C=C(/C#N)c2nc(-c3cc4ccccc4oc3=O)cs2)ccc1O	-10%
Cc1ccsc1CN(CC1CCCO1)C(=O)COc1ccc(Cl)cc1Cl (stereo not given)	0%
O=C(c1ccc2ncsc2c1)N1CCN(c2nc3c(F)cccc3s2)CC1	-10%
CC(=O)c1sc(=S)n(-c2ccccc2)c1C	9%
CCc1nn2c(=O)cc(CNc3ccc(C(=O)NCC(=O)OC)cc3)nc2s1	-21%
O=c1c(=O)n(-c2ccc(F)cc2)ccn1Cc1c(F)cccc1Cl	11%
CCn1c(=N)c(C(=O)NCc2cccnc2)cc2c(=O)n3cc(C)ccc3nc21	i
CN(C)S(=O)(=O)c1ccc(C(=O)N2CCN(S(=O)(=O)c3ccc4c(c3)OCCO4)CC2)cc1	29%
CCOCCOC(=O)COc1ccc2c(=O)c(-c3ccccc3Cl)coc2c1	-14%
Cc1cc(NC(=O)Nc2nnc(N(C)C3CCCCC3)s2)ccc1Br	2%
Cc1cccc2cc(-c3noc(-c4ccc(C(C)(C)C)cc4)n3)c(=O)[nH]c12	9%
Cc1cc(S(=O)(=O)N(C)C)c(Cl)cc1Cl	-12%
CC(C)CN(C1CCOCC1)C1CN(S(=O)(=O)c2ccc(F)cc2)C1	7%
CCOc1ccc(NC(=O)c2ccc(Cn3ccn4nc5c(c4c3=O)CCCC5)cc2)cc1	?
Cc1nc(NCCn2nc(-c3ccccc3)ccc2=O)cc(C2CC(O)C2)n1 (stereo not given)	-4%
Nc1nc(CCCNC(=O)c2cn(C3CCC(N)CC3)nn2)cs1 (stereo not given)	-17%
COc1cccc(-n2c(-c3ccco3)nc3c(cnn3-c3ccc(C)c(C)c3)c2=O)c1	-12%
O=C(O)c1cc2ccccc2c2cccnc12	?
CCc1cc(CC)n(-c2nc3c(c(=O)n(CC(=O)OC)c(=O)n3C)n2C)n1	24%
CCOc1ccc(NC(=O)CCS(=O)(=O)c2ccc(Br)cc2)cc1	-15%
O=C(c1cnccn1)N1CCN(c2cc(-c3ccc(Cl)cc3)[nH]n2)CC1	-13%
Cc1cc(C2CC(C(=O)NCc3ccc4c(c3)OCO4)CN(C(=O)c3ccccc3)C2)ccc1F (stereo not given)	-27%
NC1(C(=O)NCCC2CCCN(Cc3ccc4occc4c3)C2)CC1 (stereo not given)	-12%
CC(=O)c1sc2c(c1C)c(=O)n(-c1ccc(Cl)cc1)c(=O)n2Cc1cc(=O)n2cc(Cl)ccc2n1	?
Cc1ccc(C(=O)NC2CCN(c3ccc(F)cc3)C2=O)s1 (stereo not given)	-11%
O=C1COc2ccc(-c3cn[nH]c3)nc2CN1Cc1ccc(C(F)(F)F)cc1	12%[86.2 µM]
CO[C@H]1C(=O)N(C(C)C)[C@H]1C1CCN(S(=O)(=O)c2cccnc2)CC1	-9%
CCc1noc(CC2CCOC3(CCN(S(=O)(=O)c4ccc(C(C)C)cc4)CC3)C2)n1 (stereo not given)	-15%
Cc1cc2nc(-c3ccc(NC(=O)c4cc5ccccc5o4)cc3)oc2cc1C	-29%[11.5 µM]
O=C(Nc1cccc2cccnc12)N1CCCCCC1	-15%
CCCCc1nn2c(=O)cc(COC(=O)c3cccc(NC(=O)c4ccccc4F)c3)nc2s1	17%
COc1cccc(CNC(=O)C2CN(c3ccc(F)cc3)C(=O)N2)c1 (stereo not given)	-1%
CN1CCC(NC[C@H]2O[C@@H]3C[C@@H](CC(=O)N4CCOCC4)O[C@@H]3[C@@H]2O)CC1	-12%[86.2 µM]
CN(Cc1nc(-c2ccccc2)no1)C(=O)c1cccc(C2CCNC2)c1 (stereo not given)	-20%
CSCCC(NC(=O)c1ccc(Cl)cc1Cl)C(=O)Nc1cccc(C(C)=O)c1 (stereo not given)	3%
Cc1cc(S(=O)(=O)NCc2ccccc2)ccc1OCC(=O)N1CCCC1	21%
CN(CC[C@H]1CN(C(=O)NC2CCCCC2)CC[C@H]1CC(=O)O)c1ccccc1	-27%[86.2 µM]
Cc1ccc(S(=O)(=O)N(CC(O)Cn2c3ccccc3c3ccccc32)c2cccc(C(=O)N(C)C)c2)cc1 (stereo not given)	-45%
CCCc1cc(=O)oc2cc(C)cc(OC(C)C(=O)NCCN3CCOCC3)c12 (stereo not given)	?
CC(C)NC(=O)NC(=O)C(C)Sc1nc(-c2ccco2)nc2ccccc12 (stereo not given)	-27%
CC1=C[C@@H](CNCc2ccccc2)[C@H](C(C)C)C[C@H]1Cc1nc2c(C)cccc2[nH]1	18%[86.2 µM]
Cc1nc([C@H]2CCN(Cc3ccc(F)c(F)c3)C[C@H]2NC(=O)C2CC2)n[nH]1	9%
CCSc1nnc2n(-c3cccc(C)c3)c(=O)c3c4c(sc3n12)CCCC4	-24%
Cc1ccc2cc(CN3CCC4(CC3)CC(O)CCO4)c(=O)[nH]c2c1 (stereo not given)	?
c1ccc(CN2CCNc3cc(-c4ccoc4)ncc3C2)cc1	?
CN(c1ccccc1)S(=O)(=O)c1nnc(NC(=O)c2cccs2)s1	-2%

Part of the list above in order of molar mass, largest number first.
SMILES	KDM5B inh
CN(CC[C@H]1CN(C(=O)NC2CCCCC2)CC[C@H]1CC(=O)O)c1ccccc1	-27%[86.2 µM]
CCSc1nnc2n(-c3cccc(C)c3)c(=O)c3c4c(sc3n12)CCCC4	-24%
CC(C)NC(=O)NC(=O)C(C)Sc1nc(-c2ccco2)nc2ccccc12 (stereo not given)	-27%
CN1CCC(NC[C@H]2O[C@@H]3C[C@@H](CC(=O)N4CCOCC4)O[C@@H]3[C@@H]2O)CC1	-12%[86.2 µM]

The list continues.
SMILES	KDM5B inh
CC(C)n1nccc1NC(=O)c1nn(Cc2ccccc2)c(=O)c2ccccc12	1%
c1ccc(CNC[C@H]2Cn3cc(-c4ccccc4)nc3CO2)cc1	26%[86.2 µM]
Cn1c(=O)c2c(nc(NCCO)n2CCCc2ccccc2)n(C)c1=O	-11%
CCOC(=O)C1(Cc2ccccc2C)CCCN(Cc2cnc(C)s2)C1 (stereo not given)	-11%
O=C(C1=Cc2cc(Cl)ccc2OC1)N1CCN(S(=O)(=O)c2cc(F)ccc2F)CC1	-4%
CCOc1cc2c(cc1NC(=O)c1ccc(OC(C)C)cc1)OC(C)C2 (stereo not given)	?
O=C(COc1ccccc1Cl)Nc1ccc2oc(-c3ccncc3)nc2c1	-25%
Cc1ncc(CO)c(CN2CCCCC23Cc2ccccc2CNC3=O)c1O (stereo not given)	-4%[115 µM]
COc1ccc(CCNC(=O)CN2C(=O)NC(c3ccc(Cl)cc3)C3=C2COC3=O)cc1OC (stereo not given)	4%
O=C([C@@H]1C[C@H](Oc2cccnc2)CN1C(=O)CC1CCCCC1)N1CCCC1	14%
CC1=NS(=O)(=O)N(Cc2ccccc2)C=C1C(=O)OCc1nc(-c2ccc(C)cc2)no1	-15%
O=C(NCc1ccc(F)cc1)N1CCCCCC1c1nc(-c2ccncc2)no1 (stereo not given)	-9%
Cc1ccc(NC(=O)Cn2c(=O)c3cc(Cl)ccc3n3nncc23)cc1	-14%
CCCCCn1nc(C(=O)Nc2nc3ccccc3s2)c2ccccc2c1=O	0%
COCC(=O)N1CCN(C(=O)CSCC(=O)O)C[C@H]1C(=O)N[C@H]1CCCNC1=O	14%[86.2 µM]

Entries listed so far that bear a hit mark in KDM5B inh:
SMILES	KDM5B inh
CCOc1ccc(-c2cc3c(=O)n(CCNC(=O)c4cnccn4)ccn3n2)cc1	25µM*

Three entries out of the list above, arranged by their value in KDM5B inh, falling:
SMILES	KDM5B inh
CCc1nc2ccc(C(=O)NC(C)CC)cc2nc1CC (stereo not given)	11%
CCCCCn1nc(C(=O)Nc2nc3ccccc3s2)c2ccccc2c1=O	0%
CC1=NS(=O)(=O)N(Cc2ccccc2)C=C1C(=O)OCc1nc(-c2ccc(C)cc2)no1	-15%

Next compounds:
SMILES	KDM5B inh
COc1ccccc1NC(=O)CCn1cc(-c2nccn2C)nn1	-15%
Cc1nc(-c2ccccc2)sc1-c1ccccc1	?
CC(C)(C)NC(=O)N1CCC(C(=O)O)CC1	-7%
CC(=O)c1ccc(N2CCN(Cc3nc(-c4cccs4)no3)CC2)c(F)c1	7%
Cc1noc(C)c1-c1cc2cc(CO)oc2c(-c2ccc(F)c(Cl)c2)n1	32µM*
O=c1[nH]c2ccc(-c3csc(Nc4ccccc4)n3)cc2o1	-1%
CCN(CC)c1cc(CCC(=O)NCCOC)ccn1	18µM*
O=c1[nH]nc(CNCC2(O)CCCNC2)c2ccccc12 (stereo not given)	-10%
COCc1cc(C)nc(SCc2ccc(Br)cc2)c1C#N	-8%
CCCCC(=O)Nc1ccc(N2CCN(C(=O)c3ccco3)CC2)cc1	5%
COc1ccccc1-c1nc2nccc(-c3ccncc3)n2n1	21%
N#C/C(=C\c1ccc2cccnc2c1)c1nc2ccccc2[nH]1	?
Cc1c(C(=O)OC2CCCCC2)[nH]c2c1C(=O)CC(c1ccccc1)C2 (stereo not given)	-1%
CNCCN1C(=O)CC[C@H]2CN(C(=O)COc3cccnc3)CC[C@H]21	5%
